p53ts 32C kill: p53ts cell cytotoxicity, permissive temperature; H1299-p53A138V at 32C, ATP luminescence viability, 24 h; 130,000 tested, 0.93% active; Potency, µM (titrated, usually from 46.1 µM), inactives show at the highest dose activity change, negative = cytotoxicity, usual class: cytotoxic;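 also: 0% = DMSO and -100% = full killing by reference compound; nearly all actives have a fitted effect of over 55% in size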
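ATP-content luminescence (ATPlite) read-out after 24 h compound exposure at 32C in H1299-p53A138V cells (600/well). Tested up to 46 uM. Normalized to DMSO (0%) and 100 uM tamoxifen (100% killing); Hill-fit AC50.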
IkB sig inh: IkB pathway inhibition in ABC-DLBCL cells. 110,000 tested, 0.04% active. AID 445. ABC-DLBCL IkBa-CBG/CBR dual luciferase ratio, 4 h; response scale: scaled: untreated 0%, proteasome inhibitor 100%. Potency, µM (top dose mostly 57.1 µM), for the others: top-dose IkBa stabilization activation; active = well fitted curve in the direction sought with a large enough effect in the signal ratio, not every such curve was filed as active; inconclusive = small, poorly fitted or top-dose-only effect, or a change in a side signal; the % refers to the signal ratio;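 also: the direction sought is a rising ratio; 0% = basal untreated cells and 100% = reference inhibitor full response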
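In this assay, an IκBα–CBG68 fusion accumulates when IKK-driven degradation is blocked; native CBR normalizes for cell number. OCI-Ly3 cells were treated 4 h with compound and doxycycline, then green and red light read after Chroma-Glo addition.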
Peg3 imprint: inducers of genomic imprint erasure in mouse ES cells; mouse ES Peg3-LacZ reporter, beta-gal luminescence, 40 h; Potency, µM (top dose mostly 60.7 µM), for inactives: at the highest dose activity change, positive = activation, usual class: activators; AID 1948; 110,000 tested, 0.02% active;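 also: 0% = negative control wells on the plate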
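Each well holds 300 Peg3LacZ-Neo (maternal) female ES cells incubated 40 h at 37C, 5% CO2. LacZ is measured by BetaGlo luminescence, with AC50 and maximum efficacy derived from dose-response curves.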
p53ts 39C tox: cytotoxicity in p53ts cells at nonpermissive temperature; 130,000 tested, 1.5% active; AID 902; H1299-p53A138V viability at 39C, ATP luminescence, 24 h; Potency, µM (top dose mostly 46.1 µM), without a hit: at the top dose activity change, negative = cell killing, actives largely listed as cytotoxic; also: nearly all actives have a fitted effect of over 55% in size
* hit, by the source's call; ? = inconclusive; . = not tested or not shown; & = joins results of further samples; [ ] = dose if it differs, or a comment. Unless noted, calls follow the shape of the dose curve; as a rule, active = well fitted curve in the direction sought with a large enough effect; inconclusive = small, poorly fitted or top-dose-only effect, or another doubt; inactive = no such curve, though single readings can be large; an effect the other way counts as inactive or inconclusive. Unless noted, % is scaled to controls: 0 for no effect and ±100 for the full control effect; potency is read from the fitted curve at half-maximal effect.

item	smiles	p53ts 32C kill	IkB sig inh
1	CCc1nn(CC(=O)NCc2cccc(OC)c2)c(=O)c2cc3cc(F)ccc3n12	-2%	1.5%
2	N#Cc1c(SCC(N)=O)nsc1SCc1ccccc1Cl	-16%	-2.1%
3	CC(C)(CO)NC(=O)CCCOc1ccc(Cl)cc1Cl	-5%	2.3%
4	COc1cccc2cc(C(=O)C3=C(O)C(=O)N(CCN(C)C)C3c3ccc(F)cc3)oc12 (stereo not drawn)	5%	8.9%
5	COc1cc(NC(=O)CCc2c(C)nn(-c3ccc(N4CCCCC4)nn3)c2C)cc(OC)c1OC	?	?
6	CCOC(=O)c1c(-c2ccccc2)c(C(C)=O)c(=O)n(C)c1C	-1%	1.1%
7	CCn1nnnc1-c1ccc(OC)c(S(=O)(=O)N2CCCCC2)c1	2%	3.7%
8	COc1cccc(C(CC(=O)NCC2CCCO2)NS(=O)(=O)c2ccc(C)cc2)c1OC (stereo not drawn)	-2%	-0.6%
9	CC1CCCC(C)N1CCNC(=O)Cn1nc(-c2ccccc2)ccc1=O (stereo not drawn)	-10%	-1.6%
10	O=C(Cc1cccs1)Nc1ccc2c(c1)C(=O)OC2	-10%	-3.0%
11	CCc1ccc(OCC(=O)N(C)C2CCS(=O)(=O)C2)cc1 (stereo not drawn)	0%	?
12	O=C(O)C1Nc2c(O)cccc2C2C=CCC12 (stereo not drawn)	-7%	?
13	CCN(CC)C(=O)C1CCN(S(=O)(=O)c2ccc3c(c2)CCCN3C(C)=O)CC1	6%	0.5%
14	Cc1c(C(=O)NCc2ccco2)sc2nc(-c3ccccc3)cn12	-18%	5.0%
15	COc1ccc(NS(=O)(=O)c2ccc3c(c2)oc(=O)n3C)c(OC)c1	-10%	1.1%

item	Peg3 imprint	p53ts 39C tox
1	-9%[10.9 µM]	-18%
2	-21%	-4%
3	-22%	-10%
4	-14%	3%
5	-16%[10.9 µM]	?
6	-8%	-4%
7	-2%	3%
8	0%	-7%
9	5%	5%
10	-3%	-5%
11	-3%	-8%
12	-17%	-10%
13	-19%[10.9 µM]	-10%
14	-12%	-14%
15	-17%	-1%

3 compounds out of the list, arranged by number of heavy atoms, rising:
item	smiles	p53ts 32C kill	IkB sig inh
11	CCc1ccc(OCC(=O)N(C)C2CCS(=O)(=O)C2)cc1 (stereo not drawn)	0%	?
6	CCOC(=O)c1c(-c2ccccc2)c(C(C)=O)c(=O)n(C)c1C	-1%	1.1%
5	COc1cc(NC(=O)CCc2c(C)nn(-c3ccc(N4CCCCC4)nn3)c2C)cc(OC)c1OC	?	?

item	Peg3 imprint	p53ts 39C tox
11	-3%	-8%
6	-8%	-4%
5	-16%[10.9 µM]	?

(more compounds)
item	smiles	p53ts 32C kill	IkB sig inh
16	COC(=O)C1=C(C)NC2=C(C(=O)CCC2)C1c1coc2ccccc2c1=O (stereo not drawn)	9%	1.0%
17	Cc1cc(C)nc(SC2=CS(=O)(=O)c3ccccc32)n1	-30%	?
18	Cn1c(=O)cc(SCC(=O)N2CCN(c3ccccc3F)CC2)c2cc(Cl)ccc21	9%	?
19	O=C1c2ccccc2C(=O)N1Cc1nc2ccccc2c(=O)n1CCN1CCOCC1	-2%	-0.7%
20	CCC(=O)Nc1ccc(C)cc1-c1nc2ccccc2n(C(C)C(=O)Nc2ccccc2CC)c1=O (stereo not drawn)	8%	4.8%
21	Cc1ccc(-c2cc(C(=O)NCC3CCCO3)no2)cc1 (stereo not drawn)	?	?
22	CCN(CC)C(=O)CN(C#N)c1nc(OC)nc(N(C)C)n1	7%	-1.3%
23	Cc1ccc(CN2C(=O)c3ccccc3CC2(C)C(=O)NC2CCCCC2)cc1 (stereo not drawn)	1%	-2.2%
24	Cc1ccc(-c2nc3cc(C(C)C)ccc3o2)cc1NC(=O)c1cc([N+](=O)[O-])ccc1N1CCOCC1	-24%	?
25	CCCOc1ccc(N2CC(C(=O)Nc3ccccc3C(=O)NCc3ccco3)CC2=O)cc1 (stereo not drawn)	1%	-0.2%
26	COc1ccc(OC)c2sc(N3CCN(C(=O)c4ccc5c(c4)CCCC5)CC3)nc12	-4%	?
27	CCCCNc1nc2c(c(=O)n(Cc3ccc(Cl)cc3)c(=O)n2C)n1C	12%	?
28	COCCCNC(=O)CSc1nc(-c2cccc(F)c2)[nH]c1-c1ccccc1	15%	4.5%
29	Nc1cc(C(=O)OCC(=O)NCc2ccco2)ccc1Cl	4%	0.3%
30	O=C(O)C1SCCN1S(=O)(=O)c1ccc2ccccc2c1 (stereo not drawn)	-11%	.

item	Peg3 imprint	p53ts 39C tox
16	-2%	14%
17	-27%	?
18	-9%[10.9 µM]	-23%
19	-11%	5%
20	11%[10.9 µM]	32%[activator]
21	-31%[inhibitor]	?
22	5%	0%
23	12%[10.9 µM]	-24%
24	5%[10.9 µM]	-24%
25	-23%	-14%
26	-2%[10.9 µM]	0%
27	11%[10.9 µM]	-22%
28	-6%[10.9 µM]	2%
29	-3%	6%
30	.	12%

Some of the entries above, set out differently.
| entry | SMILES | p53ts 32C kill | IkB sig inh | Peg3 imprint | p53ts 39C tox |
| --- | --- | --- | --- | --- | --- |
| 25 | CCCOc1ccc(N2CC(C(=O)Nc3ccccc3C(=O)NCc3ccco3)CC2=O)cc1 (stereo not drawn) | 1% | -0.2% | -23% | -14% |
| 26 | COc1ccc(OC)c2sc(N3CCN(C(=O)c4ccc5c(c4)CCCC5)CC3)nc12 | -4% | ? | -2%[10.9 µM] | 0% |

New compounds follow:
item	smiles	p53ts 32C kill	IkB sig inh
31	COc1ccc(-c2cc(C)no2)cc1S(=O)(=O)NCc1cccs1	9%	1.3%
32	COc1cccc(Cn2c(=O)c(-c3cccc(C#N)c3)nc3cnc(N4CCN(C)CC4)nc32)c1	-9%	0.0%[11.4 µM]
33	O=C(Nc1cccc(F)c1)N1CCC2(CC1)CCN(C(=O)c1ccncc1)CC2	0%	0.0%[11.4 µM]
34	C=CCc1ccc(OCc2ccc(C(=O)Nc3ccc(NC(C)=O)cc3)o2)c(OC)c1	-20%	?
35	COc1ccc(Cn2nnnc2C(c2ccccc2Cl)N2CCN(C)CC2)cc1 (stereo not drawn)	-3%	-0.9%
36	COc1ccc(Cl)cc1S(=O)(=O)N1CCN(C(=O)c2ccco2)CC1	-1%	-1.8%
37	COc1c2ccoc2cc2oc(=O)ccc12	5%	-2.3%
38	Cc1cccc2cc(COC(=O)c3ccco3)c(=O)[nH]c12	1%	4.3%
39	COc1cccc(CNS(=O)(=O)c2ccc(-c3cc(C(F)(F)F)on3)s2)c1	-4%	?
40	COc1ccc(S(=O)(=O)NCC(c2ccc(N(C)C)cc2)N2CCCC2)cc1 (stereo not drawn)	-15%	1.1%
41	O=C(CCC1N=C2c3ccccc3N=C(SCc3ccc(F)cc3)N2C1=O)NCc1cccs1 (stereo not drawn)	32%[activator]	?
42	CS(=O)(=O)NCCCc1ccccc1	0%	3.1%
43	Cc1ccc(S(=O)(=O)NC(CN2CCOCC2)=NCCNS(=O)(=O)c2ccccc2)cc1	4%	0.6%
44	c1cc(CSSCc2ccncc2)ccn1	-7%[9.22 µM]	-1.7%[11.4 µM]
45	CCN(Cc1cc2ccc(C)cc2[nH]c1=O)C(=O)c1ccncc1	13%	2.9%

item	Peg3 imprint	p53ts 39C tox
31	20%[10.9 µM]	16%
32	?	-8%
33	.	-10%
34	-36%[inhibitor][10.9 µM]	?
35	-7%	-8%
36	9%	1%
37	-3%&-6%&-10%	2%
38	-8%	6%
39	3%[10.9 µM]	4%
40	-12%[10.9 µM]	-2%
41	-10%[10.9 µM]	-8%
42	6%	8%
43	-8%	-5%
44	-13%[10.9 µM]	-6%[9.22 µM]
45	-12%	11%

(continued)
item	smiles	p53ts 32C kill	IkB sig inh
46	CCOC(=O)C1CCCN(S(=O)(=O)c2ccc(Br)c(OC)c2)C1 (stereo not drawn)	5%	0.4%
47	O=C(NCc1ccc2c(c1)OCO2)c1ccc2c(=O)n(C3CCCC3)c(=O)[nH]c2c1	-7%	0.8%
48	CCCc1cn(S(=O)(=O)c2ccc(OC)cc2OC)nc1N	-6%	-1.9%
49	Cc1ccc(-c2nnn3c2nc(NCCc2ccccc2)c2ccccc23)cc1	0%	-0.9%
50	COc1cccc(C2=CC(c3ccc(C)cc3)n3ncnc3N2)c1 (stereo not drawn)	?	0.5%
51	CCOC(=O)Cn1c(=O)oc2cc(S(=O)(=O)N3CCN(c4cccc(Cl)c4)CC3)ccc21	4%	-0.9%
52	O=S(=O)(Nc1ccc(Br)cc1)c1ccc2nc(-c3ccccc3)[nH]c2c1	10%	?
53	COCCNC(=O)CN1CCN(C(c2ccccc2)c2ccccc2)CC1	-5%	0.0%
54	COc1ccc(-c2cc(C(F)(F)F)nc(SCCC(=O)Nc3ccccc3F)n2)cc1	-2%	0.9%
55	c1ccc2c[n+](CCCC[n+]3ccc4ccccc4c3)ccc2c1	2%[9.22 µM]	2.1%[11.4 µM]
56	Cc1ccc(CNc2nc3c([nH]2)c(=O)n(C)c(=O)n3C)cc1	-5%	0.1%
57	COc1ccccc1N(CN1CCCC1=O)C(=O)COc1ccccc1	2%	-0.6%
58	O=C(CSc1nc(-c2ccccc2)nc2c1CCCC2)N1CCOCC1	-2%	0.8%
59	CCOCCCNC(=O)CN1C(=O)COc2ccc(S(=O)(=O)N3CCOCC3)cc21	-2%	1.3%
60	COc1ccc(C(C)=O)cc1COC(=O)c1cc(C)oc1C	0%	1.0%

item	Peg3 imprint	p53ts 39C tox
46	-7%	1%
47	-8%	-11%
48	4%	-3%
49	-11%[10.9 µM]	?
50	14%	-13%
51	13%[10.9 µM]	-19%
52	-12%[10.9 µM]	?
53	-19%	11%
54	-8%[10.9 µM]	-1%
55	-21%[10.9 µM]	12%[9.22 µM]
56	-9%	7%
57	-10%	4%
58	2%	6%
59	-7%[10.9 µM]	4%
60	-3%	-13%

Continued.
item	smiles	p53ts 32C kill	IkB sig inh
61	CCc1ccccc1NC(=O)CSc1nc(-c2ccccc2OC)nc2c1Cc1c(CO)cnc(C)c1O2	8%	?
62	CCOC(=O)c1c(C)[nH]c(CCC(=O)Nc2c(C)cccc2CC)c1C	9%	-1.3%
63	COc1ccc(C)cc1-n1nnnc1SCC(=O)NC(=O)NCc1ccco1	5%	0.2%
64	CCCOP(=O)(OCCC)C(NC(=O)C(C)(C)C)c1ccccc1 (stereo not drawn)	-20%	.
65	COc1ccc(CNC(=O)c2cnn(-c3ccc(F)cc3)c2-n2cccc2)cc1	5%	0.9%
66	Cc1ccc2c(c1)cc(C(=O)NCc1ccc(F)cc1)n2C	?	-1.7%
67	CCN(C(=O)CSc1nc2ccccc2n1CC(=O)Nc1cccc(C#N)c1)c1ccccc1	17%	?
68	O=C(Nc1ccc(N2CCCC2)c(Cl)c1)c1cccnc1	-33%	.
69	Cc1ccc(C)c(NC(=O)C2CC(O)CN2C(=O)OCc2ccccc2)c1 (stereo not drawn)	2%	0.6%
70	COc1ccc(NC(=O)Cc2csc(COc3cccc(C)c3)n2)cc1OC	-12%	?
71	Cc1cccc(Oc2cnn(C(C)(C)C)c(=O)c2Cl)c1	4%	.
72	COc1cccc(OC)c1OCCNCCO	4%	.
73	CCOC(=O)N1CCN(c2c(NCCCOC(C)C)c(=O)c2=O)CC1	-2%	1.3%
74	O=C(CCCCCNc1nc(=S)[nH]c2ccccc12)N1CCN(c2ccccn2)CC1	?	?
75	CC(=O)N1CCC2(CCCN(C(c3ccccc3)c3ccccc3)C2)CC1	4%	8.0%[11.4 µM]

item	Peg3 imprint	p53ts 39C tox
61	4%[10.9 µM]	-14%
62	-5%[10.9 µM]	-17%
63	-7%	-2%
64	.	-3%
65	-6%[10.9 µM]	-24%
66	-9%[10.9 µM]	-1%
67	-9%[10.9 µM]	-21%
68	.	-26%
69	4%	8%
70	-20%[10.9 µM]	-9%
71	.	18%
72	.	6%
73	-4%	-2%
74	-20%	-14%
75	.	6%

Not a retest: entries from further up.
item	smiles	p53ts 32C kill	IkB sig inh
62	CCOC(=O)c1c(C)[nH]c(CCC(=O)Nc2c(C)cccc2CC)c1C	9%	-1.3%
63	COc1ccc(C)cc1-n1nnnc1SCC(=O)NC(=O)NCc1ccco1	5%	0.2%

item	Peg3 imprint	p53ts 39C tox
62	-5%[10.9 µM]	-17%
63	-7%	-2%
